NALP1 yeast inh = blocks the NALP1 inflammasome reconstituted in yeast; inhibition, % at 10 µM; 280,000 tested, 0.61% active; S. cerevisiae NALP1/ASC/caspase-1 growth, X-gal OD620, 72 h; AID 2071; in the data active = inhibition mostly above about 24%, no sharp cut-off; inactive = mostly below about 32%; note: some compounds called inactive have numbers as strong as hits
IDE cell inh = cellular human IDE inhibition; P14735; HEK cells, FAbetaB cleavage, fluorescence polarization; inhibition, % at 5.59 µM; 320,000 tested, 0.41% active; AID 434962;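 active = percent inhibition above the average of all tested compounds plus 3 SD, set per screening campaign, cut at about 16% in these data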;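 note: IDE supplied by intact live HEK cells; FP after avidin binding of uncleaved biotin substrate so inhibition keeps polarization high; 0% = DMSO wells and 100% = 60 µM reference IDE inhibitor Ii1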
IDE act = boosts human insulin-degrading enzyme activity in HEK cells; P14735; FAbeta-B cleavage, fluorescence polarization; 0% vehicle, 100% cell-free pure enzyme wells; 340,000 tested, 0.073% active; activation, % at 5.96 µM;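 active = activation above the mean of all tested compounds plus 3 SD, set per screening campaign, cut at about 17% in these data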
MEKK2 WT-MEK5 = raises or lowers MEK5 binding to wildtype human MEKK2 PB1 domain; bead flow cytometry, Alexa488-MEK5 binding to MEKK2 WT; actives lie on both sides; binding response (% of control), % at 10 µM; 290,000 tested, 1.1% active; AID 1531; in the data active = binding response below about 67% or above about 130%
p-CIP stab down = compounds decreasing mouse p/CIP protein stability; AID 1984; F442A p/CIP-EGFP cells, EGFP fluorescence, 16 h; 290,000 tested, 0.01% active; decrease of EGFP signal, % at 10 µM;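 active = EGFP signal decrease of at least 30% at 10 µM or well 3 SD below plate mean, unless failing retest; inactive = the rest, including hits failing retest or dose response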; note: some compounds called inactive have numbers as strong as hits; many of its hits are not listed in these tables
Target sequence (Q05BA5 1-1403): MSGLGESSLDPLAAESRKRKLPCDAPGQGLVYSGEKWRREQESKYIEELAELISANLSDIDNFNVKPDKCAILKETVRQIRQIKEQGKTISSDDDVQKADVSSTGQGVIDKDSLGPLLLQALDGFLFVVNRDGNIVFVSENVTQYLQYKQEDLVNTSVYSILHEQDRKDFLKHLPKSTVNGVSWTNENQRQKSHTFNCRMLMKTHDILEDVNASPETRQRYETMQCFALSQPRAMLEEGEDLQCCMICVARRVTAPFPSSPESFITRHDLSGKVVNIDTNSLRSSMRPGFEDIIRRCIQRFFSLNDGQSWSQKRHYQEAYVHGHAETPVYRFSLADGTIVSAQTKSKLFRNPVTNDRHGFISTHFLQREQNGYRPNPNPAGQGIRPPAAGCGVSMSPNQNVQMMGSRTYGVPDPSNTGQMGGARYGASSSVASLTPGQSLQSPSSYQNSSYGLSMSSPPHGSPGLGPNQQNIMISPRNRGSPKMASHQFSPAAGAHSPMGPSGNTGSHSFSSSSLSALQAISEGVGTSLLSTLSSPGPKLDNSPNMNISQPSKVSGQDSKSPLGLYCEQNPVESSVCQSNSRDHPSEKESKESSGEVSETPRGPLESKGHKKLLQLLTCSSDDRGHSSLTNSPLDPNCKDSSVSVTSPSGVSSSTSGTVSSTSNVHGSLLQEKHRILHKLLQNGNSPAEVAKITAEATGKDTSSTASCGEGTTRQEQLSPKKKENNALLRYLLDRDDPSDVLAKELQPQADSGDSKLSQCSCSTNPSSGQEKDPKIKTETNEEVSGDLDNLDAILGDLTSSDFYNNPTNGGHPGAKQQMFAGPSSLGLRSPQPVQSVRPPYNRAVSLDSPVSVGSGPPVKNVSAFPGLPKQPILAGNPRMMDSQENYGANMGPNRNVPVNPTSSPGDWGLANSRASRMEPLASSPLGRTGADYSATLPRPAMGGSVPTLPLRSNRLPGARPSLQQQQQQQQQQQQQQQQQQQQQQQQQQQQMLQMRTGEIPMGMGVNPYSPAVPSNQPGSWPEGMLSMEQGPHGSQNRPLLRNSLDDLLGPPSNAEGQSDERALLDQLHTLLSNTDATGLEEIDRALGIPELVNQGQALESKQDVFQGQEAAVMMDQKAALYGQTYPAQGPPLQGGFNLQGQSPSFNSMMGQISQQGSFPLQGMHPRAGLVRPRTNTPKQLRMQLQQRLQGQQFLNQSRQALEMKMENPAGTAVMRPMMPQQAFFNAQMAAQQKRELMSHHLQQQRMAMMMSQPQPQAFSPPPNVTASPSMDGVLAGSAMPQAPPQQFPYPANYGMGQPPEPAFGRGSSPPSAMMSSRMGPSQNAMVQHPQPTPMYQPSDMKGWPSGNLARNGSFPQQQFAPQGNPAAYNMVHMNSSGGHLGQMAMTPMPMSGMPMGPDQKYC
MEKK3 PB1 HTS = MEKK3-MEK5 PB1 interaction, increase or decrease; bead-based flow cytometry, Alexa488-MEK5 binding to MEKK3; actives lie on both sides; 0 = blocked by unlabeled MEK5, 100 = vehicle; Q99759; 290,000 tested, 1.4% active; binding response (% of control), % at 10 µM;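 active = binding response more than 3 SD above or below the average of its plate-row segment, actives on both sides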;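 note: Alexa488 bead fluorescence after subtracting the streptavidin-only scavenger bead signal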
MEKK2mut PB1 HTS = signal of MEK5 binding to mutant human MEKK2 PB1 domain; 290,000 tested, 0.35% active; percent response, % at 10 µM; bead flow cytometry, Alexa488-MEK5 binding to MEKK2 mutant; in the data active = percent response above about 24%, passing the limit was not always enough; note: inactives centre near 1; some results filed as inactive read as strong as hits; reference of the scale not given here
UBC9 SUMO inh = inhibitors of human SUMOylation (UBC9) | P63279 | HTRF SUMOylation assay, SAE1/SAE2 + UBC9, in vitro | inhibition, % at 35 µM | 290,000 tested, 0.36% active; in the data active = inhibition above about 50%, passing the limit was not always enough; note: strong numbers were not always called active
PfM18AAP inh = PfM18AAP enzyme inhibition; 290,000 tested, 1.2% active; recombinant PfM18AAP, H-Glu-NHMec fluorogenic cleavage; inhibition, % at 7.35 µM; AID 1822;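 active = inhibition above the campaign mean inhibition over all tested compounds plus 3 SD, cut at about 28% in these data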;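 note: 0% = plate median of test compound wells and 100% = 2 mM ZnCl2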
An asterisk follows results filed as active; · = no result given; [ ] = another dose, or the depositor's remark. Only part of the results is shown; rates above refer to the full screens.

SMILES	NALP1 yeast inh	IDE cell inh	IDE act	MEKK2 WT-MEK5	p-CIP stab down	MEKK3 PB1 HTS	MEKK2mut PB1 HTS	UBC9 SUMO inh	PfM18AAP inh
CCOC(=O)C1CCN(c2c(N(C)Cc3ccco3)c(=O)c2=O)CC1	28	1	1	98	-1	91	-1	1	5
OC(c1ccccc1)(c1ccccc1)C1CCN(C(=S)NC2CCCC2)CC1	10	-5	-4	88	17	83	-8	-18	2
C=CCn1c(NCCO)nc2c1c(=O)n(C)c(=O)n2C	-19	3	1	100	4	102	4	29	3
COc1cc(C(=O)OCC(=O)N(C)Cc2ccccc2)cc(OC)c1OC	-74	1	11	98	1	99	4	-4	3
COc1cccc(NC(=O)c2nc3ncccn3n2)c1	10	0	3	2.0*[inhibitor]	-17	2.0*[inhibitor]	-18	-3	6
CN1CCN(c2ccc(CNS(=O)(=O)c3ccsc3)cc2)CC1	23	-2	·	85	-7	82	-12	8	-9
CCS(=O)(=O)N1N=C(c2cccs2)CC1c1cc2cc(C)ccc2nc1Cl (stereo unspecified)	·	-1	-3	-9.0*[inhibitor]	-2	96	5	3	0
FC(F)(F)c1cnc(Sc2nc3nccc(-c4ccc(Cl)cc4)n3n2)c(Cl)c1	-3	0	0	·	-5	·	·	-21	12
O=C(Cn1nnc2c(cnn2-c2ccc(F)cc2)c1=O)OC1CCCCC1	11	-1	-3	106	3	104	3	5	-11
CC(C)C(=O)Nc1ccc([N+](=O)[O-])cc1Br	22	2	-2	105	3	122	1	-2	-1
Cc1ccccc1CS(=O)(=O)Cc1ccc(C(=O)NC2CCCC2)o1	29	-4	7	97	-4	98	0	·	-8
COc1ccc(C(=O)NCCNC(=O)c2cnccn2)cc1	0	-5	-2	102	-2	101	-1	15	-14
CCOc1ccc(OCc2ccc(C(=O)N(C)c3ccccc3)o2)cc1	4	·	2	104	1	100	2	5	-2
CC(Oc1ccccc1)c1nnc(N)s1 (stereo unspecified)	15	-6	5	104	-16	101	1	11	4
COc1ccc(Cl)cc1NC(=S)N1CCC(c2ccc(C)cc2)C1 (stereo unspecified)	9	3	2	103	-3	106	4	2	3
COc1ccc(C(=O)Nc2ccc(OCC(F)(F)C(F)F)c(C(F)(F)F)c2)cc1OC	11	4	-5	108	-4	107	4	-2	6
O=C(Cn1nc(C(=O)O)c2ccccc2c1=O)Nc1cccc(Br)c1	5	1	-2	102	-4	101	5	2	4
CCOC(=O)c1csc(NC(=O)CSc2nnnn2-c2ccc(OCC)cc2)n1	26	·	0	105	1	107	5	6	-4
Cc1ccc(C(=O)Nc2ccccc2C(=O)N2CCN(c3ccccc3)CC2)cc1	0	1	3	110	0	106	6	62	3
COc1ccccc1Nc1nc(C2(C)CCC(=O)O2)cs1 (stereo unspecified)	36	5	9	106	-3	102	8	14	-1
CCOC(=O)c1c(NC(=O)CSc2nnnn2C)sc(C)c1C	8	3	1	102	-12	101	4	9	-1
Cc1ccc(NC(=S)N2CCCCC2CO)cc1C (stereo unspecified)	3	7	6	105	2	102	3	17	-3
Cc1ccc(C2=NCCNC2=O)c(C)c1	6	-3	8	99	-4	96	-3	-10	4
Cc1cc(C)c(S(C)(=O)=O)c(Oc2ccc(C(C)(C)C)cc2)n1	30*	-5	-4	·	-14	·	·	4	-15
Cc1cc(Cl)ccc1OCC(=O)NCCOC(=O)Nc1sc(=S)n(C)c1C	19	-1	4	102	9	110	1	1	2
COc1ccc(-n2c(Cc3cccn3C)nnc2SCC(=O)NCC2CCCO2)cc1 (stereo unspecified)	22	0	0	98	4	101	2	4	-7
Cc1cccc(N2CCN(C(=O)c3cccc(NC4=NC5CS(=O)(=O)CC5S4)c3)CC2)c1C (stereo unspecified)	-3	9	-15	102	5	104	-2	-1	-4
C=CCN(C(=O)c1csnn1)C(C(=O)NC1CCCCC1)c1ccccc1F (stereo unspecified)	12	-3	-3	107	0	105	8	12	-5
CN(C(=O)c1ccccc1[N+](=O)[O-])c1ccccc1C(=O)NCc1ccccc1	8	4	1	99	-3	102	-1	4	0
O=c1c(Cc2ccc(F)cc2)c(O)ccn1CCc1ccccn1	-11	10	0	101	-4	99	4	-4	2
Nc1ccccc1C(=O)NNC(=O)C(=O)/C=C(\O)c1ccccc1	-15	6	·	95	-23	99	2	42	5
CCO[C@H]1OC(C(=O)N2CCN(Cc3ccccc3)CC2)=C[C@@H](C2CCCCC2)[C@@H]1CCCO	18	4	-2	99	-19	104	-2	-6	1
COC(=O)C(NC(=O)c1ccccc1)c1ccccc1 (stereo unspecified)	4	4	1	92	-12	94	-7	1	-1
O=C1CCC(C(=O)NCCN2C(=O)S/C(=C\c3cccnc3)C2=O)=NN1	-2	8	-1	99	10	100	-2	4	6
CCc1cc2c(=O)c(-c3ccon3)c(N)oc2cc1OC	21	-2	1	89	0	83	-8	25	-1
CCOc1ccc(Nc2ccc3nonc3c2[N+](=O)[O-])cc1	-16	-3	2	112	3	110	6	28	-8
Oc1ccccc1/C=C/c1noc(-c2ccccc2O)n1	-6	-1	7	97	-8	100	-2	3	0
O=C1C2CC=CCC2C(=O)N1CC(=O)N(Cc1ccccc1)C1CCS(=O)(=O)C1 (stereo unspecified)	6	-9	7	92	-2	96	1	15	-4
Cc1c(-n2c(CN3C(=O)c4ccccc4C3=O)nc3ccccc3c2=O)c(=O)n(-c2ccccc2)n1C	·	1	-6	101	·	102	5	·	0
CC1CC(C)CN(C(=O)CCc2nnc3ccc(N4CCCCC4)nn23)C1 (stereo unspecified)	0	-7	-3	96	-4	96	3	9	2
NS(=O)(=O)c1ccc(CCNC(=O)Nc2ccc(Cl)cc2)cc1	16	0	8	99	1	103	3	2	-5
CSc1nc2ccc(NC(=O)c3c(F)cccc3F)cc2s1	-5	8	-2	96	6	94	-2	12	-15
COc1ccccc1Oc1ncnc2c1oc1ccccc12	14	4	-3	77	2	82	-14	-2	4
CCCCS(=O)(=O)N1CCN(S(=O)(=O)c2ccc(Cl)s2)CC1	2	1	3	104	8	102	3	7	2
N#C/C(=C\C=C\c1ccccc1)C(=O)Nc1ccccc1	39	-3	2	100	-3	105	1	-4	2
Cc1nc2ccccc2c2oc(C(=O)NCC3CCCO3)cc12 (stereo unspecified)	5	-2	8	97	4	97	-2	11	-3
O=C(CNC1=NCCC1)c1ccc(Cl)cc1	20	-6	4	101	4	113	0	-4	2
Cc1ccc(S(=O)(=O)NCc2ccc(C(=O)N3CCN(c4ccccc4)CC3)cc2)cc1	12	3	0	96	-3	96	1	7	7
COc1ccc(NC(=O)Cn2nnc(C(=O)NCc3ccc(C)cc3)c2N)cc1OC	6	3	5	99	7	99	-2	-4	2
CC(=O)N1CCOc2ccc(S(=O)(=O)N3C(C)CCCC3C)cc21 (stereo unspecified)	10	-1	0	101	-6	101	4	20	0
O=C(NCCc1cccc(Cl)c1)c1cc([N+](=O)[O-])ccc1Cl	17	2	4	102	3	105	0	5	-1
O=C(COC(=O)c1cc(=O)[nH]c2ccccc12)c1cccs1	-17	-2	6	105	6	98	-6	-1	-6
Cc1ccccc1Nc1nnc(SCC2CCCCO2)s1 (stereo unspecified)	41	1	5	98	-6	94	-1	1	0
CCC(c1nnc(SCC(=O)NCCc2ccc(OC)c(OC)c2)n1Cc1ccccc1)N(C)C (stereo unspecified)	22	-4	10	103	2	101	1	15	8
O=C(Nc1c(Cl)cccc1Cl)c1cc(-c2ccco2)on1	14	4	-1	97	-3	101	1	5	3
S=C(NCc1ccccc1)NC1CCCCC1	6	2	5	92	-1	89	-6	1	2
COc1ccc(Cl)cc1NC(=O)C/C(C)=N/NC(=O)Cc1ccccc1	10	3	4	96	-19	99	-1	19	-8
COc1cc2c3c(c1OC)C1(C=CC(=O)C=C1)CC3N(C(C)=O)CC2 (stereo unspecified)	13	9	-4	96	-7	90	0	17	-4
O=S(=O)(c1ccc(NC(=S)NN=C(Cc2ccccc2)Cc2ccccc2)cc1)N1CCOCC1	0	0	-5	84	-8	105	-8	6	29*
O=S(=O)(c1ccc(Cl)c(F)c1)N1CCC(c2nc(-c3ccncc3)no2)CC1	5	1	6	97	-23	97	3	3	-2
Next structures
SMILES	NALP1 yeast inh	IDE cell inh	IDE act	MEKK2 WT-MEK5	p-CIP stab down	MEKK3 PB1 HTS	MEKK2mut PB1 HTS	UBC9 SUMO inh	PfM18AAP inh
CC(Sc1nnc2ccccn12)C(=O)Nc1ccc2c(c1)OCO2 (stereo unspecified)	4	7	5	78	-2	67	-11	23	-1
CCCC1=Nc2cc(C(=O)N3CCN(c4ccccn4)CC3)ccc2Sc2ccc(C)cc21	20	-4	3	95	-5	98	-1	-11	-3
O=C(Nc1cccc(C(F)(F)F)c1)c1cnccn1	-7	-2	·	100	5	100	-2	-5	6
CCC1CCCCN1CCCNC(=O)c1ccc(/C=C2/Sc3ccccc3NC2=O)cc1 (stereo unspecified)	-1	-4	2	151*	-9	104	15	9	10
CSc1cccc(NC(=S)Nc2cc(C)ccc2C)c1	-26	3	0	104	9	100	2	7	-2
CS(=O)(=O)c1ccc2nc(NC(=O)CC3CCCC3)sc2c1	30	5	0	105	1	103	2	7	0
COc1nc(NCc2ccco2)nc(NC2CCCCC2)n1	-45	5	5	108	-5	111	3	-4	1
CCOC(=O)c1c(NC(=O)c2cccnc2)sc(C(C)=O)c1C	9	-1	2	105	-13	99	5	8	-1
Cc1ccccc1N=C(NO)c1cccnc1	11	1	3	106	-12	106	7	18	10
COc1ccc(/C=N/NC(=O)CCCC(=O)NC2CCCCC2)cc1	9	4	4	104	-1	103	2	5	-11
CC(C)OC(=O)CSc1nnc(-c2cnccn2)n1-c1ccccc1	-1	3	-9	103	-5	105	15	-2	7
CCc1ccccc1NC(=O)[C@@H]1CCC(=O)N1C1OC(=O)c2c1ccc(OC)c2OC (stereo partly specified)	-16	2	3	112	-3	106	7	-3	2
CCOC(=O)c1sc(-c2ccc(Cl)cc2)nc1O	5	12	2	98	-7	99	-6	26	2
CCN(CC)c1ccc(-n2c(C)cc(C=O)c2C)cc1	0	5	0	102	-1	101	2	17	33*
COc1ccc(/C=C2\Oc3cc(OCC(=O)N4CC(O)C[C@H]4C(=O)O)ccc3C2=O)c(OC)c1OC (stereo partly specified)	13	10	1	104	-11	101	1	13	4
O=P(O)(CCCP(=O)(O)CCc1ccccc1)CCc1ccccc1	-17	3	8	88	2	85	-13	10	·
Cc1cc(C)n(CC(=O)N2N=C(C(F)F)CC2(O)C(F)F)n1 (stereo unspecified)	16	-2	-3	98	0	103	3	13	-1
Cc1ccc2c(=O)cc(C(=O)NC3CCS(=O)(=O)C3)oc2c1C (stereo unspecified)	-9	-2	6	104	-8	101	2	11	1
COc1ccc(S(=O)(=O)n2nc(C)c(S(=O)(=O)N3CCOCC3)c2C)cc1OC	14	3	·	98	-1	100	-3	3	2

Structures listed so far containing a CF3 group (3):
SMILES	NALP1 yeast inh	IDE cell inh	IDE act	MEKK2 WT-MEK5	p-CIP stab down	MEKK3 PB1 HTS	MEKK2mut PB1 HTS	UBC9 SUMO inh	PfM18AAP inh
FC(F)(F)c1cnc(Sc2nc3nccc(-c4ccc(Cl)cc4)n3n2)c(Cl)c1	-3	0	0	·	-5	·	·	-21	12
COc1ccc(C(=O)Nc2ccc(OCC(F)(F)C(F)F)c(C(F)(F)F)c2)cc1OC	11	4	-5	108	-4	107	4	-2	6
O=C(Nc1cccc(C(F)(F)F)c1)c1cnccn1	-7	-2	·	100	5	100	-2	-5	6

Screens (PubChem BioAssay)
